Screening results deposited in PubChem by Broad Institute.
NSD2 block = blocks human NSD2 histone methyltransferase activity | inhibition, % at 12.5 µM | 44,000 compounds, 0.07% hits | NSD2-SET H3K36me1 DELFIA fluorescence, biochemical | O96028; in the data active means inhibition above about 54%, passing the limit was not always enough;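 further: inhibitors reduce the monomethyl H3K36 fluorescence signal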
Target sequence (O96028 whole entry, looked up): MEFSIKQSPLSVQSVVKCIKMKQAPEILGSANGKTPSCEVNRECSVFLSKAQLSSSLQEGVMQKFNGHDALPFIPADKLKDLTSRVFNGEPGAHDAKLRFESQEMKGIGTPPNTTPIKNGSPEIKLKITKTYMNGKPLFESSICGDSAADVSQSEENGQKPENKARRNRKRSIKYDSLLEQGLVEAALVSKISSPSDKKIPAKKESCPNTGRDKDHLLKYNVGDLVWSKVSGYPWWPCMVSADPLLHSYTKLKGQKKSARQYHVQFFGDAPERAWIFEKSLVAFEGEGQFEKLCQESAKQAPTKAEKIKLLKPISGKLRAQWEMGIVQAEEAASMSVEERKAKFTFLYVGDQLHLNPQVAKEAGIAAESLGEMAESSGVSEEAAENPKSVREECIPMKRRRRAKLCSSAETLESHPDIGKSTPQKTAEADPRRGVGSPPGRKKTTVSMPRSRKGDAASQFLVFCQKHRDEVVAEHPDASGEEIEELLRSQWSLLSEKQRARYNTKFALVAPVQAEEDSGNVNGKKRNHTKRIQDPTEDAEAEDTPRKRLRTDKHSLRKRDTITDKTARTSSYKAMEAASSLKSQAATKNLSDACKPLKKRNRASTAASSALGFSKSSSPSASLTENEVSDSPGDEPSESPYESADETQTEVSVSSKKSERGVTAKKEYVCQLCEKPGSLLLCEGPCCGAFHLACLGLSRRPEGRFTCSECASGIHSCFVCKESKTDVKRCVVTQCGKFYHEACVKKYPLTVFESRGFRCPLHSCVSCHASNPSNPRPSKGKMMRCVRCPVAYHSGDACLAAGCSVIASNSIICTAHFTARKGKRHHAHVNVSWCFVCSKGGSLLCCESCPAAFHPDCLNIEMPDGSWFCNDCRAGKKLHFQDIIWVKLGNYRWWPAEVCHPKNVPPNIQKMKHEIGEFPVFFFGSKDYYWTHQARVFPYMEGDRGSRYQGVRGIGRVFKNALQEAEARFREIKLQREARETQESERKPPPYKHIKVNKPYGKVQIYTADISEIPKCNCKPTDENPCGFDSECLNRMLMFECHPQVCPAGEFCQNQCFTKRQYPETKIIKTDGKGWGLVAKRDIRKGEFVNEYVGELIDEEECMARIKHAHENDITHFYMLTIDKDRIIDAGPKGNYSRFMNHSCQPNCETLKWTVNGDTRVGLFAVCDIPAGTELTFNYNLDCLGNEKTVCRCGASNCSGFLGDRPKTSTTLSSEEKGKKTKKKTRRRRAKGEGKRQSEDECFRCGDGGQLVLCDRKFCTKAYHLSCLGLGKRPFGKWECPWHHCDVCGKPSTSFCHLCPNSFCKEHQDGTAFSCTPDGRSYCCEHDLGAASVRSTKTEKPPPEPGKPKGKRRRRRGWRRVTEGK
* = called active by the depositor. This is a subset; the hit share may differ from the screen's.

COc1ccc(C2CC(=O)c3c(O)cc(O[C@@H]4O[C@H](CO)[C@@H](OC5OCC(O)(CO)C5O)[C@H](O)[C@H]4O)cc3O2)cc1 (stereo partly specified)
  NSD2 block = 4
Cc1noc(C)c1NC(=O)Nc1cccc2c1O[C@H](CN(C)C)[C@H](C)CN([C@H](C)CO)C2=O
  NSD2 block = -1
COc1ccc(NC(=O)N(C)C[C@H]2Oc3ccc(NC(=O)CCCN(C)C)cc3C(=O)N([C@H](C)CO)C[C@H]2C)cc1
  NSD2 block = 0
OC[C@H]1O[C@@H](OCc2ccccc2)[C@H](O)[C@@H](O)[C@@H]1O
  NSD2 block = -5
Cc1ccc(S(=O)(=O)N(C)C[C@H]2Oc3c(NC(=O)CCCCCC(=O)Nc4ccccc4N)cccc3C(=O)N([C@@H](C)CO)C[C@H]2C)cc1
  NSD2 block = 2
C[C@@H]1CCCCO[C@H](CN(C)C(=O)Nc2ccccc2)[C@@H](C)CN([C@H](C)CO)C(=O)c2cc(NS(=O)(=O)c3ccc(F)cc3)ccc2O1
  NSD2 block = -3
Cn1cnc(S(=O)(=O)N[C@H]2C=C[C@H](CC(=O)NCC3CCCCC3)O[C@H]2CO)c1
  NSD2 block = 3
C[C@H](CO)N1C[C@H](C)[C@@H](CN(C)C(=O)CC2CC2)Oc2ncc(C#CC3CC3)cc2C1=O
  NSD2 block = -6
C[C@H]1CN([C@@H](C)CO)C(=O)Cc2cc(NS(C)(=O)=O)ccc2O[C@H]1CN(C)S(=O)(=O)c1ccccc1
  NSD2 block = 6
C[C@H]1CN([C@@H](C)CO)C(=O)c2cccc(NS(=O)(=O)c3ccccc3)c2O[C@@H]1CN(C)C(=O)Nc1cccc2ccccc12
  NSD2 block = 2
C[C@@H]1CN([C@@H](C)CO)C(=O)c2cc(NC(=O)Nc3ccc(C(F)(F)F)cc3)ccc2O[C@@H](C)CCCCO[C@H]1CN(C)Cc1ccc(C(F)(F)F)cc1
  NSD2 block = -4
CC(C)=CCN(C(=O)C#Cc1ccccc1)[C@H](CO)c1ccccc1
  NSD2 block = 2
C[C@@H]1CN([C@H](C)CO)C(=O)Cc2cc(NC(=O)Nc3ccc(F)cc3)ccc2O[C@H]1CN(C)Cc1ccc2c(c1)OCO2
  NSD2 block = 0
CNC[C@@H]1OCCCC[C@H](C)Oc2ccc(NS(C)(=O)=O)cc2C(=O)N([C@@H](C)CO)C[C@H]1C
  NSD2 block = 1
C[C@@H]1CN([C@H](C)CO)S(=O)(=O)c2ccc(-c3cccc(F)c3)cc2O[C@@H]1CN(C)CC1CC1
  NSD2 block = 0

COc1ccccc1CNC(=O)C[C@H]1C[C@H]2c3cc(NC(=O)Cc4ccncc4)ccc3O[C@H]2[C@H](CO)O1
  NSD2 block = 0
CC1(C)CC[C@]2(C(=O)O)CC[C@]3(C)C(=CCC4[C@@]5(C)C[C@@H](O)[C@H](O)[C@](C)(CO)C5CC[C@]43C)[C@@H]2[C@@H]1O (stereo partly specified)
  NSD2 block = 2
C[C@H]1CCCCO[C@H](CN(C)C)[C@@H](C)CN([C@@H](C)CO)C(=O)c2cc(NC(=O)c3ccncc3)ccc2O1
  NSD2 block = 18
C[C@@H]1CCCCO[C@H](CN(C)CC2CCCCC2)[C@H](C)CN([C@@H](C)CO)C(=O)c2cc(NS(=O)(=O)c3cn(C)cn3)ccc2O1
  NSD2 block = 6
Cc1ccc(S(=O)(=O)Nc2cccc3c2O[C@H](CN(C)Cc2ccc(C(F)(F)F)cc2)[C@@H](C)CN([C@@H](C)CO)C3=O)cc1
  NSD2 block = -6
C[C@H](CO)N1C[C@H](C)[C@H](CN(C)C(=O)Nc2ccc(C(F)(F)F)cc2)Oc2ncc(-c3cccnc3)cc2C1=O
  NSD2 block = -2
C[C@H](CO)N1C[C@H](C)[C@H](CN(C)Cc2ccc(Oc3ccccc3)cc2)Oc2ccc(NC(=O)CCCN(C)C)cc2C1=O
  NSD2 block = 17
C[C@H](CO)N1C[C@H](C)[C@@H](CN(C)S(C)(=O)=O)Oc2ccc(NC(=O)CCCCCC(=O)Nc3ccccc3N)cc2C1=O
  NSD2 block = 2
COc1ccc(CN(C)C[C@@H]2OCCCC[C@H](C)Oc3ccc(NC(=O)Nc4ccc(F)cc4)cc3C(=O)N([C@H](C)CO)C[C@@H]2C)cc1
  NSD2 block = 1
C[C@@H]1CCCCO[C@@H](CN(C)Cc2ccncc2)[C@@H](C)CN([C@@H](C)CO)C(=O)c2cc(NC(=O)c3ccncc3)ccc2O1
  NSD2 block = -1
C/C=C(/C)C(=O)O[C@H]1CC(C)(C)C[C@H]2C3=CCC4[C@@]5(C)CC[C@H](O[C@@H]6O[C@H](C(=O)O)[C@@H](O[C@@H]7O[C@H](CO)[C@H](O)[C@H](O)[C@H]7O[C@@H]7O[C@H](CO)[C@@H](O)[C@H](O)[C@H]7O)[C@H](O)[C@H]6O[C@@H]6O[C@@H](C)[C@H](O)[C@@H](O)[C@H]6O)C(C)(C)C5CC[C@@]4(C)[C@]3(C)[C@@H](OC(C)=O)[C@@H](O)[C@@]12COC(C)=O (stereo partly specified)
  NSD2 block = -5
C[C@@H]1CN([C@H](C)CO)C(=O)c2cccc(NC(=O)NC3CCCCC3)c2O[C@@H]1CN(C)S(=O)(=O)c1ccc(Cl)cc1
  NSD2 block = 1
O=C(CCCCCC(=O)Nc1ccccc1O)N/N=C/C=C/c1ccccc1
  NSD2 block = -3
C[C@H]1CN([C@@H](C)CO)C(=O)Cc2cc(NC(=O)C3CC3)ccc2O[C@H]1CN(C)S(=O)(=O)c1cccs1
  NSD2 block = -4
CCCNC(=O)N(C)C[C@@H]1Oc2ncc(C#CCc3ccccc3)cc2C(=O)N([C@@H](C)CO)C[C@H]1C
  NSD2 block = -8

COc1ccc(S(=O)(=O)N(C)C[C@@H]2Oc3c(NC(=O)C4CC4)cccc3C(=O)N([C@@H](C)CO)C[C@H]2C)cc1
  NSD2 block = 1
C[C@@H]1CN([C@@H](C)CO)C(=O)c2cccc(NC(=O)Nc3ccccc3)c2O[C@@H]1CN(C)S(=O)(=O)c1cccs1
  NSD2 block = -1
COc1ccc(NC(=O)N(C)C[C@H]2Oc3c(NC(=O)C4CCCCC4)cccc3C(=O)N([C@@H](C)CO)C[C@H]2C)cc1
  NSD2 block = 2
COC(=O)[C@]1(CCC(=O)OC(C)(C)C)N=C(c2ccc(OCCCO)cc2)O[C@@H]1c1ccccc1CN=[N+]=[N-]
  NSD2 block = -6
C[C@H]1CN([C@@H](C)CO)C(=O)Cc2cc(NS(=O)(=O)c3ccc(Cl)cc3)ccc2O[C@H]1CN(C)Cc1ccc(Cl)c(Cl)c1
  NSD2 block = -12
CC(C)NC(=O)Nc1cccc2c1O[C@H](CN(C)S(=O)(=O)c1ccccc1)[C@H](C)CN([C@@H](C)CO)C2=O
  NSD2 block = -1
C[C@@H]1CN([C@@H](C)CO)C(=O)c2cc(NC(=O)Cc3ccccc3)ccc2O[C@@H](C)CCCCO[C@@H]1CN(C)S(=O)(=O)c1ccc(F)cc1
  NSD2 block = 5
C/C(=C/c1ccc(C(=O)O)cc1)c1ccc2c(c1)C(C)(C)CCC2(C)C
  NSD2 block = -10
CC(C)CC#Cc1cnc2c(c1)C(=O)N([C@@H](C)CO)C[C@@H](C)[C@H](CN(C)S(=O)(=O)c1ccccc1)O2
  NSD2 block = 0
Cc1cc(C(=O)Nc2cccc3c2O[C@H](CN(C)C(=O)NC2CCCCC2)[C@@H](C)CN([C@H](C)CO)C3=O)n(C)n1
  NSD2 block = 5
C[C@@H]1CN([C@@H](C)CO)C(=O)Cc2cc(NC(=O)CCC(F)(F)F)ccc2O[C@H]1CN(C)C(=O)Nc1ccccc1
  NSD2 block = -39
CC(=O)N(C)C[C@H]1Oc2ncc(C#Cc3ccccn3)cc2C(=O)N([C@@H](C)CO)C[C@H]1C
  NSD2 block = -4
C[C@@H]1CN([C@H](C)CO)C(=O)c2cccc(NC(=O)NC3CCCCC3)c2O[C@@H]1CN(C)C(=O)Nc1ccc(C(F)(F)F)cc1
  NSD2 block = -1
CC(C)NC(=O)N(C)C[C@H]1OCCCC[C@H](C)Oc2ccc(NS(=O)(=O)c3ccccc3)cc2C(=O)N([C@@H](C)CO)C[C@H]1C
  NSD2 block = 4
C[C@H]1CN([C@@H](C)CO)C(=O)Cc2cc(NS(=O)(=O)c3cn(C)cn3)ccc2O[C@H]1CN(C)CC1CCCCC1
  NSD2 block = -1

C[C@H](CO)N1C[C@H](C)[C@@H](CN(C)S(=O)(=O)c2ccc(F)cc2)Oc2c(NC(=O)Nc3ccc(F)cc3)cccc2C1=O
  NSD2 block = 11
CCCNC(=O)N(C)C[C@@H]1Oc2cc(C#CC3CC3)ccc2S(=O)(=O)N([C@H](C)CO)C[C@H]1C
  NSD2 block = 3
COc1ccc(NC(=O)Nc2cccc3c2O[C@H](CN(C)S(=O)(=O)c2ccc(Cl)cc2)[C@@H](C)CN([C@H](C)CO)C3=O)cc1
  NSD2 block = 1
COc1ccc(S(=O)(=O)Nc2ccc3c(c2)C(=O)N([C@@H](C)CO)C[C@@H](C)[C@@H](CN(C)C(=O)NC2CCCCC2)OCCCC[C@H](C)O3)cc1
  NSD2 block = -4
C[C@H](CO)N1C[C@H](C)[C@H](CN(C)Cc2ccncc2)Oc2ccc(NC(=O)c3ccncc3)cc2C1=O
  NSD2 block = -1
C[C@H](CO)N1C[C@H](C)[C@H](CN(C)C(=O)Nc2ccc(C(F)(F)F)cc2)Oc2ccc(NS(=O)(=O)c3cn(C)cn3)cc2C1=O
  NSD2 block = 6
CC(=O)N(C)C[C@@H]1Oc2cc(C#CC(C)C)ccc2S(=O)(=O)N([C@@H](C)CO)C[C@H]1C
  NSD2 block = -226
C[C@H]1CN([C@@H](C)CO)C(=O)c2cc(C3=CCCC3)cnc2O[C@H]1CN(C)Cc1ccccc1F
  NSD2 block = 2
COc1ccc(NC(=O)Nc2ccc3c(c2)C(=O)N([C@@H](C)CO)C[C@@H](C)[C@@H](CN(C)C(=O)NC(C)C)OCCCC[C@@H](C)O3)cc1
  NSD2 block = -6
C[C@@H]1CN([C@@H](C)CO)S(=O)(=O)c2ccc(C#Cc3ccc(F)cc3)cc2O[C@H]1CN(C)S(=O)(=O)c1cn(C)cn1
  NSD2 block = -6
C[C@H](CO)N1C[C@H](C)[C@@H](CN(C)Cc2ccc(Cl)c(Cl)c2)Oc2ccc(NS(=O)(=O)c3ccc(F)cc3)cc2CC1=O
  NSD2 block = 8
C[C@@H]1CN([C@@H](C)CO)C(=O)Cc2cc(NC(=O)Cc3ccccc3)ccc2O[C@H]1CN(C)C(=O)Nc1ccccc1
  NSD2 block = -1
Cc1c(C(=O)Nc2cnccn2)oc2ccccc12
  NSD2 block = -5
COCC1CC(c2ccccc2)OC(c2ccc(NC(=O)CCCCCCC(=O)O)cc2)O1 (stereo unspecified)
  NSD2 block = -3
COCC#Cc1ccc2c(c1)O[C@H](CN(C)C(=O)COC)[C@@H](C)CN([C@H](C)CO)S2(=O)=O
  NSD2 block = 6

COc1ccc(S(=O)(=O)Nc2cccc3c2O[C@@H](CN(C)Cc2ccc(-c4ccccc4)cc2)[C@@H](C)CN([C@@H](C)CO)C3=O)cc1
  NSD2 block = -8
Cc1noc(C)c1NC(=O)N(C)C[C@@H]1Oc2ncc(C#CC3CC3)cc2C(=O)N([C@@H](C)CO)C[C@@H]1C
  NSD2 block = 5
C[C@H](CO)N1C[C@H](C)[C@@H](CN(C)Cc2ccc(C(=O)O)cc2)Oc2cc(/C=C/c3ccccc3)ccc2S1(=O)=O
  NSD2 block = 2
C[C@@H]1CN([C@@H](C)CO)C(=O)Cc2cc(N(C)C)ccc2O[C@H]1CN(C)Cc1ccc2c(c1)OCO2
  NSD2 block = 0
C[C@H]1CN([C@@H](C)CO)S(=O)(=O)c2ccc(C#Cc3cccc(F)c3)cc2O[C@@H]1CN(C)C
  NSD2 block = 16
CN1CCN(C(=O)C[C@@H]2CC[C@@H](NC(=O)c3ccc4c(c3)OCO4)[C@@H](CO)O2)CC1
  NSD2 block = 9
COc1ccc(NC(=O)Nc2ccc3c(c2)C(=O)N([C@@H](C)CO)C[C@H](C)[C@@H](CN(C)C(=O)CCCN(C)C)OCCCC[C@H](C)O3)cc1
  NSD2 block = -1
C[C@@H]1CN([C@H](C)CO)C(=O)c2cc(NC(=O)CCC(F)(F)F)ccc2O[C@@H]1CN(C)S(=O)(=O)c1ccccc1
  NSD2 block = 0
COc1ccccc1-c1ccc2c(c1)O[C@@H](CN(C)C(=O)Nc1ccccc1)[C@H](C)CN([C@H](C)CO)S2(=O)=O
  NSD2 block = 5
Cc1noc(C)c1NC(=O)Nc1ccc2c(c1)CC(=O)N([C@@H](C)CO)C[C@H](C)[C@@H](CN(C)S(=O)(=O)c1ccccc1)O2
  NSD2 block = -3
CC1Sc2ccc(Cl)cc2C(=O)/C1=C/N(C)C (stereo unspecified)
  NSD2 block = 28
CC(C)NC(=O)N(C)C[C@@H]1Oc2ccc(NC(=O)Nc3cccc4ccccc34)cc2C(=O)N([C@@H](C)CO)C[C@H]1C
  NSD2 block = -3
C[C@@H]1CN([C@@H](C)CO)C(=O)Cc2cc(NC(=O)C3CC3)ccc2O[C@H]1CN(C)Cc1ccc(C(=O)O)cc1
  NSD2 block = 1
C[C@@H]1CN([C@@H](C)CO)C(=O)c2cc(Br)cnc2O[C@@H]1CN(C)S(=O)(=O)c1ccccc1
  NSD2 block = 5
C[C@@H]1CN([C@H](C)CO)C(=O)c2c(c3ccccc3n2C)-c2ccccc2CO[C@@H]1CN(C)C(=O)Nc1ccccc1
  NSD2 block = 4
